# TDP43 rescue: TDP-43 toxicity inhibition in yeast; TDP-43 expressing yeast growth rescue, BacTiter-Glo, 24 h; Potency, µM (top dose mostly 46.1 µM), without a hit: top-dose growth rescue (activation), hits mostly activators; 410,000 tested, 1.8% active; further: potency means the concentration at half of the fitted maximal effect; % of control where 0% means no effect; nearly all actives have a fitted effect of over 50% in size
#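 Yeast expressing TDP-43 (pregrown in raffinose, seeded at OD600=0.02 in galactose medium) exposed to compounds 24 hr at 30 deg C. Growth read by BacTiter-Glo luminescence; rescue of toxicity appears as increased signal.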
# FUS yeast rescue: rescues growth of FUS-expressing yeast. AID 1347120. 390,000 tested, 0.24% active. S. cerevisiae FUS-expressing, growth rescue, OD600, 24 h. Potency, µM (doses to about 76.6 µM), for inactives: at the highest dose growth rescue (activation), actives largely listed as activators;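 further: potency means the concentration at half of the fitted maximal effect; plate controls were DMSO vehicle for no effect and reference control for full effect; nearly all actives have a fitted effect of over 55% in size; some results filed as inactive show a strong effect at the top dose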
#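 FUS-expressing yeast, raffinose-pregrown, induced in 2% galactose minimal medium at OD 0.005; compounds in a dilution series, 24hr at 30C. Growth restoration read as absorbance at 600 nm. CP55940 positive control, DMSO negative.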
# Akt phos inh: blocks phosphorylation of Akt; Neuro2A IGF-stimulated pAkt S473 HTRF, 20 min; hits give low values; 360,000 tested, 0.32% active; AID 651550; activity change, % for hits at 50 µM; in the data active means activity change below about -80%; inconclusive means mostly about -51% to -80%; further: on the % scale 0 is the no-effect control and ±100 the full control effect
#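 Neuro2A cells in DMEM with 0.5% FBS, overnight at 37 deg C, given compound at single 50 µM final, then IGF (6 nM final) for 20 min at 37 deg C. Lysed; phospho-Akt Ser473 by HTRF after 24 h, 665/615 ratio.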
# PTHR1 ag: agonists of human PTHR1 parathyroid hormone receptor. Q03431. HEK293 GP2 PTHR1 cells, GloSensor cAMP luminescence, 1 h. Potency, µM (series often up to 115 µM), without a hit: at the highest dose activation, actives largely listed as activators. 410,000 tested, 0.075% active. AID 743266; further: potency means the concentration at half of the fitted maximal effect; nearly all actives have a fitted effect of over 55% in size; some results filed as inactive show a strong effect at the top dose; inactives centre near -15; many of its hits are not listed in these tables
# Target sequence (Q03431 whole entry, looked up): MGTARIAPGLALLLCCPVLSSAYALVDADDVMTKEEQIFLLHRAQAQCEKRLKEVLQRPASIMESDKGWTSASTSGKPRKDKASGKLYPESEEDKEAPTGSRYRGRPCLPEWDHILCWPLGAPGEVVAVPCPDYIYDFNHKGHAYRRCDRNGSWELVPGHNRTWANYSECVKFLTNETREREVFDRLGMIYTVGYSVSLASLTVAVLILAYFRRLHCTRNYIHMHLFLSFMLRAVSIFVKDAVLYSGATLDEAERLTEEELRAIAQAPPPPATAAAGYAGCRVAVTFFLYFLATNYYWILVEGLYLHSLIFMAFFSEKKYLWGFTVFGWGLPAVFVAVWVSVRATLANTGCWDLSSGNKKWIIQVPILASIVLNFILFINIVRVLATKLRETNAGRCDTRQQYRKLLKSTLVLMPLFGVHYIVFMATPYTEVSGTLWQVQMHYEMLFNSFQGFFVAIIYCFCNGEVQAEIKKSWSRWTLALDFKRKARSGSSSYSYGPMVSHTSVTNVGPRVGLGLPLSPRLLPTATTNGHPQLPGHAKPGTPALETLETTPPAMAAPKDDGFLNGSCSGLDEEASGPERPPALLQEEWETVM
#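 HEK-293-derived GP2 cells expressing PTHR1 and a GloSensor cAMP reporter, 3,000/well, plated overnight, given luciferin plus IBMX (each 0.5 mM as added) for 1 h at 37 °C, then compound for 1 h at 37 °C. Luminescence was read after 15 min at room temperature.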
# HEK293 tox: cytotoxicity counter-screen for GLP-1 receptor inverse agonists; 410,000 tested, 0.13% active; HEK293 cAMP-luciferase reporter cells, luminescence, 24 h; Potency, µM (series often up to 38.3 µM), inactives show at the top dose activity change, negative = inhibition, hits mostly inhibitors;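 further: loss of luciferase light is scored as toxicity; potency means the concentration at half of the fitted maximal effect; on the % scale 0 is the no-effect control and ±100 the full control effect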
#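 Compound-treated cells are incubated 24 hr at 37 deg C under 5% CO2 after a 12 hour attachment period, then luciferase detection reagent is added and luminescence is measured following 12 min at room temperature; lowered signal indicates toxicity.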
# GLP1R inv ag: inverse agonists of human GLP-1 receptor | AID 624417 | 410,000 tested, 1.6% active | P43220 | HEK293 GLP-1R CRE-luciferase, luminescence, 24 h; GLP-1R form is constitutively active | Potency, µM (titrated, usually from 38.3 µM), inactives show at the highest dose activity change, negative = inhibition, most hits filed as inhibitors; further: potency means the concentration at half of the fitted maximal effect; on the % scale 0 is the no-effect control and ±100 the full control effect; nearly all actives have a fitted effect of over 55% in size
# Target sequence (P43220 whole entry, looked up): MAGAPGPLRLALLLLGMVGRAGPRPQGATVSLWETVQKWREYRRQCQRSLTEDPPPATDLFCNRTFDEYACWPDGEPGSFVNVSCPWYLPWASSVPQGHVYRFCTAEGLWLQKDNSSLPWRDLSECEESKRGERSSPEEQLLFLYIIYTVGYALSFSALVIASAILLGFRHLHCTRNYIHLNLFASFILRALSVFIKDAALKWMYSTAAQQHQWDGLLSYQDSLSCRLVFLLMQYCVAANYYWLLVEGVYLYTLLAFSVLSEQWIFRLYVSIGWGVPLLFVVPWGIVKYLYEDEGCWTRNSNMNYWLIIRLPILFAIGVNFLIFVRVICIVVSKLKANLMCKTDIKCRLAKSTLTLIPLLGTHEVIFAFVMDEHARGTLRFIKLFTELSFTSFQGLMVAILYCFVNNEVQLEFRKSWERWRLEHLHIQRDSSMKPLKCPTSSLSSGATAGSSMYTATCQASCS
#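 HEK293 cells stably co-expressing a cAMP-responsive luciferase reporter and constitutively active GLP-1R were seeded, incubated 12 h, then exposed to compounds for 24 h at 37 C. Luminescence was read 12 min after detection reagent; inverse agonists lower signal.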
# aSyn yeast inh: rescues yeast growth from alpha-synuclein toxicity; Yeast expressing alpha-synuclein, growth rescue, BacTiter-Glo, 24 h; Potency, µM (highest dose often 46.1 µM), without a hit: top-dose growth rescue (activation), actives largely listed as activators; 370,000 tested, 0.14% active; further: potency means the concentration at half of the fitted maximal effect; % of control where 0% means no effect; nearly all actives have a fitted effect of over 65% in size
#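 Rescue of yeast growth: cells expressing toxic alpha-synuclein, induced in galactose at OD600 0.02, incubated with compound 24 h at 30 C. ATP luminescence quantified growth; inhibitors of toxicity appear as activators.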
# Abeta yeast res: restores growth of yeast expressing A-beta42 peptide; yeast expressing A-beta42, growth rescue, OD600, 48 h; response scale: 0% DMSO, 100% iron-clioquinol control; Potency, µM (highest dose often 46.1 µM), for inactives: top-dose growth rescue, actives largely listed as activators; 410,000 tested, 0.063% active; AID 1347071; further: potency means the concentration at half of the fitted maximal effect; nearly all actives have a fitted effect of over 55% in size
#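 Yeast growth medium received pinned compounds, then yeast cells expressing toxic A-beta were added; plates incubated at 30 C for 48 hr. Growth read as absorbance at 600 nm, normalized to DMSO and equimolar FeCl3 plus clioquinol controls.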
# MmCpn inh: blocks the Methanococcus maripaludis chaperonin Mm-Cpn; Potency, µM (top dose mostly 76.9 µM), for inactives: at the top dose activity, negative = inhibition, actives largely listed as inhibitors; 330,000 tested, 0.031% active; purified Mm-Cpn ATPase, ADP Transcreener TR-FRET; AID 504842; further: potency means the concentration at half of the fitted maximal effect; on the % scale 0 is the no-effect control and ±100 the full control effect; nearly all actives have a fitted effect of over 80% in size
#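 Purified archaeal Mm-CPN (25nM final) preincubated 10 min at 37degC with compound, then 10uM ATP for 30 min at 37degC; ADP measured by HTRF Transcreener TR-FRET; buffer 30 mM TRIS pH 7.4, 100mM KCl, 5mM MgCl2, 1mM DTT.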
# An asterisk follows results filed as active; i = inactive; ? = inconclusive; · = not tested or not shown; [ ] = dose if it differs, or a comment. Unless noted, the call rests on the fitted dose curve; in most records, active means well fitted curve in the direction sought with a large enough effect; inconclusive means small, poorly fitted or top-dose-only effect, or another doubt; inactive means no such curve, though single readings can be large; an effect the other way counts as inactive or inconclusive.
SMILES,TDP43 rescue,FUS yeast rescue,Akt phos inh,PTHR1 ag,HEK293 tox,GLP1R inv ag,aSyn yeast inh,Abeta yeast res,MmCpn inh
Cc1nn(C)c(C)c1S(=O)(=O)N1CCC(CO)(Cc2ccc(Cl)cc2)CC1,-12.1%,-6.5%,i,-20.7%,18.5%,-17.0%,-0.3%,-7.5%,0.2%
COc1ccc(Cl)cc1NC(=O)CCc1nnc2ccc(N3CCC4(CC3)OCCO4)nn12,-24.0%,25.8%,i,4.3%,-1.9%,76.2%[activator],-0.4%,-2.4%,?
CCCCCc1c(O)c2ccccc2[nH]c1=O,6.0%,11.8%,i,-17.9%[57.5 µM],0.0%,0.0%,-3.9%,0.2%,-0.2%
COc1cccc(C(NC(C)=O)c2nc(-c3ccc4c(c3)OCO4)cs2)c1 (configuration not stated),19.9%,16.6%,i,-18.8%,3.8%,25.2%,-9.6%,0.7%,·
CC(C)Cc1nnc(NC(=O)CSc2ccccn2)s1,21.5%,?,i,8.3%,17.5%,-24.8%,5.2%,3.9%,0.5%
Cc1ccc(S(=O)(=O)C(CNC(=O)COc2ccccc2)c2cccs2)cc1 (configuration not stated),0.0%,27.6%,·,-23.2%,5.6%,18.3%,·,-24.2%,·
Cc1cc(C)c(NC(=O)CCn2c(=O)c3cccn3c3cccnc32)c(C)c1,17.9%,-26.1%,·,i,-18.1%,4.7%,·,-4.6%,·
Cc1cc2ccccn2c1C(=O)c1ccc(C#N)cc1,17.2%,15.1%,i,-13.7%,-17.5%,-19.7%,3.7%,-15.7%,2.5%
COCOCCn1cc(CN2CCS(=O)(=O)N(Cc3ccc(-c4ccc(OC)cc4)cc3)C(CC(C)C)C2=O)nn1 (configuration not stated),25.3%,?,i,-53.8%[inhibitor],-18.2%,?,?,-8.3%,·
COc1cccc(C(NC(C)=O)c2nc(-c3ccc4ccccc4c3)cs2)c1 (configuration not stated),?,?,i,-17.5%,-7.2%,?,?,4.7%,·
COc1cccc(C2CC(c3c(Cl)cccc3Cl)n3nc(N)nc3N2)c1 (configuration not stated),?,5.7%,i,-2.0%,2.8%,-8.8%,-4.0%,-4.1%,-1.0%
O=C(Nc1cccc(C(=O)OCc2cc(=O)n3nc(C4CC4)sc3n2)c1)c1ccc(F)cc1,20.9%,-16.1%,·,-20.1%,0.2%,2.5%,·,-17.8%,·
Cc1ccn(CCC(=O)N2CCCC(CCC(=O)N3CCN(c4ccccn4)CC3)C2)n1 (configuration not stated),11.0%[9.22 µM],-9.7%,i,i,-3.1%[7.66 µM],3.9%[7.66 µM],0.4%,-1.9%,1.2%
CC(C)c1cc(C(=O)Nc2ccc3c(c2)OCO3)no1,0.0%,-10.3%,i,-41.4%[inhibitor],3.0%,?,0.4%,-16.1%,-4.4%
CC1CC2=C(NC(=S)NC2c2ccc(F)cc2)/C(=C/c2ccc(F)cc2)C1 (configuration not stated),-0.8%,30.3%,i,i,-30.0%,-0.9%,15.8%,0.1%,0.4%
C/C(CCc1ccccc1)=N\NC(=O)CCc1ccccc1,7.3%,-16.6%,i,-3.2%,-15.3%,0.3%,0.9%,9.3%,0.7%
CCN(CC)S(=O)(=O)c1ccc(NC(=S)NC(=O)C2CCC2)cc1,?,26.7%,i,-9.6%,-8.1%,?,-1.9%,30.5%,-3.7%
CCCCCn1c(N2CCN(c3cccc(Cl)c3)CC2)nc2c1c(=O)[nH]c(=O)n2C,-6.4%,25.5%,i,-8.7%[57.5 µM],-13.2%,9.6%,8.3%,-5.4%,1.3%
CN(Cc1ccccc1)C(=O)c1ccc2c(c1)NC(=O)C(N1CCOCC1)S2 (configuration not stated),8.6%,14.5%,i,-8.0%,-9.4%,-10.9%,0.9%,6.6%,-1.9%
CCN(CC)CCN(C(=O)c1ccc2ncsc2c1)c1nc2cc3c(cc2s1)OCO3,-0.5%,22.3%,i,-8.8%,-2.0%,?,2.7%,4.0%,-2.1%

# One compound at a time, from the list above:
# Record of O=C(Nc1cccc(C(=O)OCc2cc(=O)n3nc(C4CC4)sc3n2)c1)c1ccc(F)cc1 → TDP43 rescue: 20.9%; FUS yeast rescue: -16.1%; Akt phos inh: ·; PTHR1 ag: -20.1%; HEK293 tox: 0.2%; GLP1R inv ag: 2.5%; aSyn yeast inh: ·; Abeta yeast res: -17.8%; MmCpn inh: ·
# Record of COc1cccc(C2CC(c3c(Cl)cccc3Cl)n3nc(N)nc3N2)c1 (configuration not stated) → TDP43 rescue: ?; FUS yeast rescue: 5.7%; Akt phos inh: i; PTHR1 ag: -2.0%; HEK293 tox: 2.8%; GLP1R inv ag: -8.8%; aSyn yeast inh: -4.0%; Abeta yeast res: -4.1%; MmCpn inh: -1.0%

# Quoted at random: two entries already listed.
SMILES,TDP43 rescue,FUS yeast rescue,Akt phos inh,PTHR1 ag,HEK293 tox,GLP1R inv ag,aSyn yeast inh,Abeta yeast res,MmCpn inh
COc1cccc(C(NC(C)=O)c2nc(-c3ccc4ccccc4c3)cs2)c1 (configuration not stated),?,?,i,-17.5%,-7.2%,?,?,4.7%,·
CCCCCn1c(N2CCN(c3cccc(Cl)c3)CC2)nc2c1c(=O)[nH]c(=O)n2C,-6.4%,25.5%,i,-8.7%[57.5 µM],-13.2%,9.6%,8.3%,-5.4%,1.3%

# Further structures.
SMILES,TDP43 rescue,FUS yeast rescue,Akt phos inh,PTHR1 ag,HEK293 tox,GLP1R inv ag,aSyn yeast inh,Abeta yeast res,MmCpn inh
COc1ccc(S(=O)(=O)N2CCC(C(=O)Nc3cccc(C(C)=O)c3)CC2)cc1C,-18.3%,24.2%,i,-25.1%,-8.8%,-12.0%,2.4%,25.4%,-0.3%
CCc1cc(CNC(=O)CC2C(=O)NCCN2Cc2ccccc2C(F)(F)F)on1 (configuration not stated),7.4%,17.3%,i,i,5.4%,1.8%,0.4%,3.2%,-0.3%
Cc1nnc(SCC(=O)NC2CCCCC2)[nH]c1=O,-7.8%,14.6%,i,i,-0.2%,-4.6%,-0.7%,8.8%,0.9%
Cc1cccc(C(=O)NC2C(=O)NNC2c2ccc(Cl)cc2)c1 (configuration not stated),-11.2%,18.3%,i,-13.1%,-7.4%,-18.9%,-6.4%,-9.2%,-2.1%
COc1cc(C2c3c(oc4ccccc4c3=O)C(=O)N2c2nnc(C(C)C)s2)cc(OC)c1OC (configuration not stated),11.4%,11.0%,·,i,1.5%,6.8%,·,4.0%,·
CN(CCN(C)C(C)(C)C)C(=O)C(c1ccccc1)c1ccccc1,-15.3%,-0.3%,i,-19.7%,1.4%,?,2.8%,1.3%,1.1%
CCC(C)NC(=O)c1ccccc1NC(=O)/C(=C/c1ccc(OC)cc1)c1ccccc1 (configuration not stated),-30.4%,16.6%,i,i,7.7%,-7.5%,-3.2%,-17.5%,0.8%
Cn1c(=O)c2[nH]c(C3CC3)nc2n(C)c1=O,3.5%,·,i,-4.6%,23.1%,24.0%,-7.3%,0.0%,·
CCN(CC(O)CON=C1c2ccccc2-c2ccccc21)S(=O)(=O)c1ccc(C)cc1 (configuration not stated),-14.8%,26.0%,i,-40.0%[inhibitor],-4.5%,?,?,4.7%,0.4%
Cc1ccccc1-c1nnc(SCC(=O)N(C)C2CCS(=O)(=O)C2)n1C (configuration not stated),24.0%,2.2%,i,14.5%,18.3%,18.8%,-0.3%,-12.3%,0.9%
O=C(CCS(=O)(=O)c1ccccc1)Nc1ccc(-c2nc3ccccc3s2)c(O)c1,18.4%,·,i,i,-3.5%,21.5%,-1.9%,18.2%,-2.3%
CN(c1ccc(-c2csc(NC(=O)CCCc3nc4ccccc4c(=O)[nH]3)n2)cc1)S(C)(=O)=O,-3.2%,18.4%,i,-42.8%,?,?,-1.4%,-8.5%,·
Cc1ccc(NC(=O)c2ccc(C)c(NC3=NC4CS(=O)(=O)CC4S3)c2)cc1C (configuration not stated),-10.6%,-24.2%,i,-24.2%,1.4%,-3.7%,0.1%,-0.8%,0.6%
N#Cc1cnn2c(-c3cccc(C(F)(F)F)c3)ccnc12,?,0.0%,i,i,-19.9%,22.2%,2.1%,-3.9%,-0.8%
CCOC(=O)c1c(Nc2cccc(C(=O)OC)c2)nnc(-c2ccccc2)c1-c1ccccc1,14.9%,-5.7%,·,-17.9%,1.0%,0.6%,-5.8%,-4.4%,·
Cc1cc(F)ccc1S(=O)(=O)N1CCC2(CC1)OCCN2S(=O)(=O)c1cccs1,?,12.3%,i,-19.0%,-4.9%,?,8.4%,-1.5%,-0.4%
CC1(c2ccc3noc(-c4ccc(Cl)cc4)c3c2)OCCO1,2.3%,6.8%,i,-6.6%,79.4%[activator],24.2%,-0.2%,-4.4%,1.0%
CCc1nc2ccc(C(=O)NCCc3ccccn3)cn2c1N(CC)CCOC,26.2%,1.8%,i,-20.1%,-4.0%,25.0%,-5.5%,2.3%,·
Cc1cc(Cl)c(S(=O)(=O)Nc2ccc(Cl)cn2)cc1OCC(N)=O,15.1%,19.9%,i,-26.0%[57.5 µM],-7.6%,1.3%,-12.6%,2.2%,-1.0%
CCOc1ccc(N(CC(=O)N/N=C/c2cc([N+](=O)[O-])ccc2Cl)S(C)(=O)=O)cc1,-18.4%,-26.7%,i,i,-25.1%,4.9%,-5.7%,-2.9%[9.22 µM],3.7%

# Assay outcomes (PubChem)

# Only part of the results is shown (hit frequency here may not be typical).
